# MsrA inh – inhibitors of bovine MsrA; inhibition, % at 15.5 µM; purified bovine MsrA, absorbance read-out; 0.75% of 360,000 active; in the data active means inhibition above about 4.5%;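 further: 0% = vehicle wells with enzyme and 100% = reference inhibitor wells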
# MLLE-PAM2 inh – inhibitors of microRNA-mediated deadenylation, human PABP1 MLLE binding; AID 588489; 0.36% of 360,000 active; P11940; inhibition, % at 20 µM; GST-MLLE / FITC-PAM2 fluorescence polarization; in the data active means inhibition above about 35%, passing the limit was not always enough;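 further: plate controls were DMSO wells with GST-MLLE for no effect and wells lacking GST-MLLE protein for full effect; some results filed as inactive read as strong as hits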
# Target sequence (P11940 whole entry, looked up): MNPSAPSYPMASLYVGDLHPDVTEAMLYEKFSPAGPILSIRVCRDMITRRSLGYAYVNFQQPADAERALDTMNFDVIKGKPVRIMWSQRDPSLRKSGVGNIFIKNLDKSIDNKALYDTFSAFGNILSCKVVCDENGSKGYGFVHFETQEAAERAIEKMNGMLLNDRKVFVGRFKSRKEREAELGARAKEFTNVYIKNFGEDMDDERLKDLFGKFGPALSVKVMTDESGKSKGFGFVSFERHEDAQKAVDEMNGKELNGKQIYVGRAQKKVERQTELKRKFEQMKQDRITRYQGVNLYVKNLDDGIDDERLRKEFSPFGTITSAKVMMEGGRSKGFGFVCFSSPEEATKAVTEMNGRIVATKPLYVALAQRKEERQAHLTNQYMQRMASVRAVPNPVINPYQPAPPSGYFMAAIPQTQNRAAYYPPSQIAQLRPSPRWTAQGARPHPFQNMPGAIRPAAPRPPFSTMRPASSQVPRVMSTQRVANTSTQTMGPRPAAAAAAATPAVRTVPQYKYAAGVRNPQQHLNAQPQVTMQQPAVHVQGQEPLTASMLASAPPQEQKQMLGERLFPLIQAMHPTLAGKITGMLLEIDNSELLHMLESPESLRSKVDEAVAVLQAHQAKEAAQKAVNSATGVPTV
# E coli Lon inh – inhibitors of E. coli Lon protease. purified E. coli Lon protease, fluorescence polarization. P0A9M0. 0.42% of 360,000 active. inhibition, % at 7.94 µM. AID 602123; in the data active means inhibition above about 13%, passing the limit was not always enough;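 further: 0% = enzyme with probe and DMSO and 100% = no enzyme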
# Rin1 Abl inh – inhibitors of human Rin1-Abl protein interaction. P00519+Q13671. TR-FRET Rin1/Abl binding, biochemical. inhibition, % at 7.35 µM. 0.4% of 360,000 active; in the data active means inhibition above about 5%, passing the limit was not always enough
# MsrA act – activates bovine MsrA enzyme; purified bovine MsrA, absorbance read-out; activation, % at 10.6 µM; 0.3% of 360,000 active; AID 602163; in the data active means activation above about 7.5%;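 further: 0% = vehicle and 100% = reference activator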
# Rpn11 block – blocks the human proteasome subunit Rpn11; O00487; human 26S proteasome, Ub4-pepOG fluorescence polarization; 20S core pre-blocked with epoxomicin; calls only at 20 µM; 0.59% of 360,000 active; AID 588493;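 active means inhibition at 20 µM, scaled to each plate's controls, above about 33%, limit read from the data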
# CSN deneddyl inh – inhibitors of human CSN-mediated cullin deneddylation; Q92905; Purified CSN, SCF-Nedd8-OG deneddylation, fluorescence polarization; inhibition, % at 12.5 µM; 0.38% of 360,000 active;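 active means pattern-corrected inhibition above about 35%, with an unprinted fluorescence ratio check between 0.5 and 1.5, limit read from the data, passing the limit was not always enough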;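 further: 0% = enzyme with substrate and 100% = substrate without enzyme; some results filed as inactive read as strong as hits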
# Target sequence (Q92905 whole entry, looked up, one chain of several): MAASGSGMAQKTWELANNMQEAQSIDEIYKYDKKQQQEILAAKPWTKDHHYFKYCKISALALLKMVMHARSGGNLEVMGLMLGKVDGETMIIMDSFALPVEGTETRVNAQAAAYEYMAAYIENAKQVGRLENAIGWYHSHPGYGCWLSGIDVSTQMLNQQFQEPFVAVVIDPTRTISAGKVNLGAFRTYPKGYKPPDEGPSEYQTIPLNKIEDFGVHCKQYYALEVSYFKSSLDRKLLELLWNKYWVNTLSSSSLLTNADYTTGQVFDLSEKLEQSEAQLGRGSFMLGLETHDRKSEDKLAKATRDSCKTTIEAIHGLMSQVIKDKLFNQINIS
#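 Assay system: Purified human Csn5 enzyme expressed in HEK293T cells | Amount: Enzyme 0.24 nM | Measured by: Fluorescence polarization readout | Medium: Tris/NaCl/DTT buffer, pH 7.5 | Compound dosing: One concentration, 12.5 µM, 0.25% DMSO | Times: 90 min incubation of compound, enzyme and substrate at room temperature | Control set: no-enzyme wells high, enzyme-with-substrate wells low | Read-out: % inhibition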
# FAS-TE inh – blocks the thioesterase domain of human fatty acid synthase; P49327; recombinant FAS-TE, OMFH fluorogenic substrate, fluorescence endpoint; 0.67% of 360,000 active; inhibition, % at 15 µM; AID 602261;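 active means compounds whose normalised, plate-corrected inhibition of enzyme fluorescence in the single-dose primary screen is 50% or more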;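 further: 0% = DMSO with enzyme and 100% = substrate without enzyme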
# MT1-MMP act inh – blocks activation of human MT1-MMP. HT1080 RFP-PRO-GFP cells, GFP/RFP ratio fluorescence, overnight; percent of plate control window, DMSO zero. GFP/RFP ratio change, % at 20 µM. 0.061% of 360,000 active. AID 651647;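 active means GFP/RFP ratio change of at least 30% with cell ATP level not reduced by more than half and red fluorescence within 50% of control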; further: strong numbers were not always called active
#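 Compound: 20 µM single dose, 1% DMSO / System: HT1080 RFP-PRO-GFP cells / Controls: DMSO and RFP-L50D-GFP cell wells / Read-out basis: GFP/RFP fluorescence ratio / Schedule: overnight compound exposure at 37 °C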
# * hit, by the source's call; i = inactive; / = no result given.
molecule,MsrA inh,MLLE-PAM2 inh,E coli Lon inh,Rin1 Abl inh,MsrA act,Rpn11 block,CSN deneddyl inh,FAS-TE inh,MT1-MMP act inh
CCOC(=O)Cc1csc(NC(=O)C(C)Oc2ccc3c(C)cc(=O)oc3c2)n1 (stereo not given),1.0,3,-4,0,-9,i,-7,5,-6
C/C(=N\NC(=O)c1nnn(-c2nonc2N)c1-c1ccc2c(c1)OCO2)c1ccc(C)cc1,1.1,23,-5,0,0,i,0,-6,4
COc1ccc(C(=O)NNC(=O)COc2ccc(Cl)cc2C)cc1S(=O)(=O)N1CCOCC1,-0.4,3,0,2,0,i,3,-1,2
CCn1c(SCC(=O)NC2CC2)nnc1-c1csc(C)c1,-2.4,-34,-20,0,-3,i,3,-3,-2
CCOC(=O)c1cn(C2CC2)c2c(F)c(F)c(F)cc2c1=O,1.9,0,1,-1,0,i,6,0,0
CCOC(=O)N1CCN(S(=O)(=O)c2ccc(C(=O)Nc3sc4c(c3C#N)CCC4)cc2)CC1,-0.1,6,-2,-4,-2,i,-3,-4,-1
CCN(C1CCCCC1)S(=O)(=O)CCNC(=O)c1ccc(OC)cc1,0.7,-19,-7,-6,-4,i,1,-3,-6
COC(=O)c1ccc(CC2(C)C(=O)Nc3ccc(-c4cccc(C(F)(F)F)c4)cc32)o1 (stereo not given),1.8,-1,0,1,-4,i,5,20,3
CCOC(=O)C1C(CC)NC(=S)NC1(C)O (stereo not given),-0.9,-140,0,1,-6,i,7,-7,1
Cc1ccccc1NC(=S)N/N=C/c1ccc(O)cc1O,4.2,31,17,2,-8,i,-1,1,6
Cc1ccc(-c2ccc(/C=N\NC(=O)C3C(=O)NCC3c3ccccc3)o2)cc1Cl (stereo not given),2.4,6,8,-1,-2,i,3,12,-4
O=C(Cn1ncc2c3ccccc3n(Cc3ccccc3)c2c1=O)NCCCN1CCCC1,0.8,-1,-10,1,-9,i,1,-6,-1
O=C(c1ccccc1Oc1ccccc1)N1CCN(c2ccc(F)cc2)CC1,/,1,-4,-2,-1,i,2,9,1
CCOc1cc([N+](=O)[O-])c2nc(N)sc2c1,0.8,9,-2,-7,-2,i,4,-4,13
COc1ccc(-c2csc(N3CCC(C(N)=O)(N4CCCCC4)CC3)n2)cc1,-0.1,-5,-15,2,-2,i,5,6,3
CCOc1ccccc1C(=O)NCCCCCC(=O)O,-0.2,-1,1,1,-2,i,-1,-6,3
Cc1ccc(OC(=O)C2CCN(C(=O)c3ccccc3C)CC2)c(Br)c1,-0.5,-3,1,3,0,i,0,11,0
COc1ccc(C2/C(=C(\O)c3cc(C)ccc3C)C(=O)C(=O)N2CCN(C)C)cc1OC (stereo not given),3.2,-1,-10,-2,-2,i,-1,0,-1
Cc1ccc(Nc2nnc(C3C(=O)N(C)C4(C)CC3c3cc(Br)ccc3O4)s2)cc1 (stereo not given),0.9,1,-6,0,4,i,-2,4,-8
CCOC(=O)CC(NC(=O)Cc1ccccc1)c1ccccc1Cl (stereo not given),0.0,8,-9,-1,-3,i,5,-6,1
COc1ccc(NS(=O)(=O)c2cccc(C(=O)NNC(=O)c3cncc(Br)c3)c2)cc1,0.8,6,-1,2,-3,i,1,-1,4
Cc1c(C(Nc2ccccn2)c2ccc(Cl)cc2)c(=O)n(-c2ccccc2)n1C (stereo not given),-0.2,4,2,4,-2,i,-4,2,-1
COc1ccc(S(=O)(=O)NC(C)C(=O)NCC2CCCO2)cc1OC (stereo not given),-1.0,2,6,-1,0,i,1,-5,0
CN(C)CCNC(=O)c1ccccc1-c1ccccc1,-1.0,-1,0,3,-2,i,-8,-4,7
COCCn1c(C)cc(C(=O)COC(=O)/C=C/c2c(C)nn(C3CCS(=O)(=O)C3)c2Cl)c1C (stereo not given),0.4,2,-2,0,-4,i,-1,1,2
COc1ccc(NC(=O)NCc2ccc(Cl)cc2)cc1,0.3,0,-4,3,0,i,-6,-8,3
CN(CC(=O)Nc1ccccc1C(F)(F)F)C(=O)c1ccc(N2C(=O)CCC2=O)cc1,0.6,11,3,2,-5,i,-5,-4,1
CCn1nc(C(=O)Nc2cccc(S(=O)(=O)N3CCCC3)c2)c2ccccc2c1=O,0.0,16,-2,-2,-2,i,-3,20,3
O=C1C(=O)c2ccccc2C(O)=C1c1ccccc1F,-0.4,12,-4,-7,0,i,-1,2,6
O=C(NNc1ccccc1)C(=O)NNc1ccccc1,0.1,-4,6,-2,-9,i,-1,-3,-2
O=C(COc1cccc2cccnc12)N/N=C/c1cccn1-c1ccc(F)cc1,-0.6,6,-5,-6,-3,i,-2,5,1
CCCC(C)NC(=O)C1CCN(C(=O)C2CC(=O)N(c3ccc(C)cc3)C2)CC1 (stereo not given),-0.7,7,-15,-1,-4,i,0,-3,-1
CCOC(=O)C(=NC1CCS(=O)(=O)C1)NNc1ccc(Br)cc1 (stereo not given),2.4,21,6,0,-3,i,-4,10,0
COc1ccc(/C=C2/C(=O)OCc3cc(OC)c(OC)cc32)c(OC)c1,3.8,2,22,-3,-3,i,0,-9,0
COc1ccc(CCN2C(=O)C(C)=C(C)C2=O)cc1OC,0.2,-16,-9,0,1,i,1,-2,-2
CC(=O)Oc1ccc2c(=O)oc(-c3ccccc3C)nc2c1,0.7,2,-3,2,-4,i,0,31,-2
COc1ccc(NC(=O)CN(C)S(=O)(=O)c2cnc[nH]2)cc1Cl,0.5,14,-4,2,-2,i,-2,-10,0
CC(C)n1nc(C(=O)OCC(=O)c2c[nH]c3ccccc23)c2ccccc2c1=O,-0.1,5,1,-1,-12,i,-8,16,13
CC(CC(=O)NCCc1ccc(Cl)cc1)S(=O)(=O)c1ccc2c(c1)NC(=O)CO2 (stereo not given),-0.4,0,-8,2,-1,i,-2,-1,1
CSc1cccc(CN2CCN(Cc3ccccc3)C(CCO)C2)c1 (stereo not given),-0.7,9,-8,-1,-5,i,6,1,-10
COc1cccc(CNC(=O)CSc2nnc3c(n2)[nH]c2ccc(F)cc23)c1,-1.8,-10,-1,1,-3,i,1,-9,1
CSCCC(C(=O)O)N1C(=O)c2ccc(C(=O)O)cc2C1=O (stereo not given),-0.7,12,-5,-1,3,i,0,-4,12
CCO[C@H]1OC(C(=O)NC2CC2)=C[C@@H](c2ccccc2)[C@@H]1CCCO,-1.1,-3,5,0,-5,i,1,-5,2
O=C(COc1ncnc2ccccc12)Nc1cc([N+](=O)[O-])ccc1Cl,0.3,1,9,-4,-3,i,-4,51*,5
O=C(CCCNc1ccccc1)N/N=C/c1cccs1,0.9,2,-1,-3,-2,i,-2,-2,4

# Record cards, as listed above. Order of screens: MsrA inh | MLLE-PAM2 inh | E coli Lon inh | Rin1 Abl inh | MsrA act | Rpn11 block | CSN deneddyl inh | FAS-TE inh | MT1-MMP act inh
# Entry for O=C(COc1ncnc2ccccc12)Nc1cc([N+](=O)[O-])ccc1Cl : 0.3 | 1 | 9 | -4 | -3 | i | -4 | 51* | 5
# Entry for CCO[C@H]1OC(C(=O)NC2CC2)=C[C@@H](c2ccccc2)[C@@H]1CCCO : -1.1 | -3 | 5 | 0 | -5 | i | 1 | -5 | 2
# Entry for O=C(CCCNc1ccccc1)N/N=C/c1cccs1 : 0.9 | 2 | -1 | -3 | -2 | i | -2 | -2 | 4

# Next records follow.
molecule,MsrA inh,MLLE-PAM2 inh,E coli Lon inh,Rin1 Abl inh,MsrA act,Rpn11 block,CSN deneddyl inh,FAS-TE inh,MT1-MMP act inh
COC(=O)c1ccc(-c2nc(O)c(C)s2)cc1,0.3,21,2,5,-3,i,-4,-10,-3
COc1cc(/C=N/NC(=O)COc2ccccc2[N+](=O)[O-])ccc1OC(=O)c1ccco1,1.1,0,11,-4,-1,i,-1,22,3
Cc1ccc(-n2c(=O)[nH]cc(C(=O)Nc3ccc4c(c3)OCCO4)c2=O)cc1,-1.0,7,0,3,0,i,-2,-20,2
O=C1SC(SCc2ccccc2)=N/C1=C\c1ccc(C(=O)O)cc1,1.0,0,-1,-1,-9,i,-8,-6,-2
O=C(Nc1cccc(F)c1)c1cccnc1NCCc1ccccc1,0.6,6,0,-2,-4,i,2,29,-5
CC(C)OCCCNC(=O)c1ccc(CN2CCc3ccccc3C2)cc1,0.9,9,2,2,-2,i,1,1,7
COc1cc(-c2ccc(NC(C)=O)c(OC)c2)ccc1NC(C)=O,2.1,-7,-5,1,-4,i,1,-3,3
Cc1ccccc1/C=C/c1nc2ccccc2c(=O)[nH]1,1.6,12,1,-6,-7,i,25,-1,-1
Cc1cccc(-c2n[nH]c(=S)n2C)c1,-1.1,-4,-7,4,1,i,10,-6,4
Cc1ccccc1-c1cc(C(=O)O)n(CC2CC(c3cccnc3)=NO2)n1 (stereo not given),-1.3,6,5,-2,-2,i,0,-15,-1
COCCn1nnnc1C(c1cc2ccc(OC)cc2[nH]c1=O)N1CCN(C2CCCCC2)CC1 (stereo not given),1.9,-15,-14,-5,-4,i,0,-5,-1
O=C(COC(=O)c1ccc(Br)o1)Nc1ccc(Br)cc1,1.2,4,-9,-2,-2,i,0,-3,0
COCCOC(=O)c1nccnc1C(=O)Nc1ccc(S(=O)(=O)N2CCOCC2)cc1,-0.3,-2,-2,2,-1,i,0,-3,-4
O=C(Nc1ccc(Cl)c(C(F)(F)F)c1)C1Cc2c(-c3ccccc3)ccnc2O1 (stereo not given),-0.2,-1,-9,0,1,i,3,25,6
CCC(C)C(=O)Nc1nc2ccc(S(C)(=O)=O)cc2s1 (stereo not given),-0.6,15,-4,2,3,i,2,0,-10
O=C(CSc1nc2ccccc2c(=O)n1-c1ccc(F)cc1)Nc1ccc(C(=O)O)cc1,0.6,-61,-2,3,-1,i,-1,-3,-1
O=C(CCC(=O)Nc1ccccc1)NNC(=O)COc1ccccc1,0.5,-10,-5,6,0,i,-10,-7,7
O=C(Nc1ccc(F)cc1)c1ccc(C(=O)N2CCCC(O)C2)cc1 (stereo not given),0.1,5,0,4,-6,i,101,-13,-5
CCCNC(=O)CN(Cc1ccccc1F)S(=O)(=O)c1ccc(C)cc1,-0.7,5,-1,2,-2,i,3,3,-2
CCN1CCN(C(=O)c2cn(CC)c3ccc(S(=O)(=O)N(C)C)cc3c2=O)CC1,1.8,2,4,-1,-2,i,-2,-2,2
CCOc1ccc(N2C(=O)C3C(c4ccccc4F)NN(C(=O)c4ccc(C)cc4)C3C2=O)cc1 (stereo not given),-0.5,16,0,0,1,i,-4,16,-3
Cc1ccc(Nc2nc(N)nc(CSC(=S)N3CCOCC3)n2)cc1,0.7,9,5,3,-2,i,-1,-5,-3
COc1ccc([N+](=O)[O-])cc1C(=O)Nc1ccc(OCC(=O)N2CCOCC2)cc1,0.7,-3,-1,3,-4,i,-3,-2,3
COC1=C(Br)C(=O)c2ncccc2C1=O,-0.4,25,-12,0,-2,i,31,11,3
S=c1[nH]nc(-c2cccs2)n1Cc1ccccc1,0.1,-12,-5,0,2,i,4,-3,3
CN1CCN(C(=O)NC2CCCN2S(=O)(=O)c2ccc(Cl)cc2)CC1 (stereo not given),2.0,-16,-5,2,-8,i,-2,-7,-1
O=C1CCCN1CCCNc1nc(NCc2cccs2)nc2ccsc12,2.4,3,2,4,1,i,0,-8,-16
